Screening results: PubChem, Sanford-Burnham Center for Chemical Genomics
HKDC1 inh – inhibitors of human hexokinase HKDC1 | recombinant HKDC1, G6PDH/diaphorase resazurin coupled fluorescence | inhibition, % at 20 µM | 0.16% of 340,000 active;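 active = inhibition above about 35% when tested at 20 µM, limit read from the data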;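 note: plate controls were DMSO wells with enzyme for no effect and DMSO wells lacking enzyme for full effect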
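Incubation: 90 min at room temperature in dark / Material: recombinant HKDC1 (HK5) hexokinase enzyme, produced in-house / Quantity: enzyme 5 µg/mL final / Compound: one dose of 20 µM, 1% DMSO / Reagent: glucose and ATP substrates / Buffer or medium: Tris pH 8.0 buffer with MgCl2, Tween-20, BSA, BME / Technique: resorufin fluorescence at 613 nm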
NR3A LBD binder – modulates the human NR3A ligand-binding domain | NR3A LBD differential scanning fluorimetry, Tm shift; 0% = protein alone, 100% = glycine-bound protein | Tm shift relative to glycine control, % at 25 µM | 2.5% of 340,000 active;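 active = melting temperature shift of at least 10% of the positive control shift, at one fixed dose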
ATG4B inh – ATG4B (human) cysteine protease inhibition; ATG4B cleavage of LC3-PLA2, NBD-HPC fluorescence, 1 h; inhibition, % at 8.33 µM; 0.51% of 340,000 active; Q9Y4P1; AID 504462; in the data active = inhibition above about 40%
SENP7 block – inhibitors of human SENP7 protease | AID 434973 | Q9BQF6 | recombinant SENP7, Z-RLRGG-aminoluciferin luminescence, 40 min | 1.5% of 330,000 active | inhibition, % at 5 µM;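 active = inhibition above about 50% at the single test dose, limit read from the data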;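 note: plate controls were DMSO with enzyme for no effect and no enzyme buffer wells for full effect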
Target sequence (Q9BQF6 706-1050 limits assumed): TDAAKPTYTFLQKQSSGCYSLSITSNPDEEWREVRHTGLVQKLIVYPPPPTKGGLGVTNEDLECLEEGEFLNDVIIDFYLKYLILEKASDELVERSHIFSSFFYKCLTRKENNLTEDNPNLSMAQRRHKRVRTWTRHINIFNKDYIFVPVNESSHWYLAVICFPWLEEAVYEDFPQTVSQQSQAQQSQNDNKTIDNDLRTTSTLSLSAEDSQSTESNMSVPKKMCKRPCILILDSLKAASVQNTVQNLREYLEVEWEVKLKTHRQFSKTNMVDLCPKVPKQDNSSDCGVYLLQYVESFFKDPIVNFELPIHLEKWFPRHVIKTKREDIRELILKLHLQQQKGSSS
SENP6 inh – blocks the human protease SENP6 | 1.8% of 330,000 active | AID 2599 | Q9GZR1 | Recombinant SENP6 catalytic domain, aminoluciferin luminescence | inhibition, % at 10 µM;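 active = inhibition above about 50% at the single tested dose, limit read from the data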;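 note: plate controls were DMSO wells with enzyme for no effect and DMSO wells lacking enzyme for full effect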
Target sequence (Q9GZR1 628-1112 limits assumed): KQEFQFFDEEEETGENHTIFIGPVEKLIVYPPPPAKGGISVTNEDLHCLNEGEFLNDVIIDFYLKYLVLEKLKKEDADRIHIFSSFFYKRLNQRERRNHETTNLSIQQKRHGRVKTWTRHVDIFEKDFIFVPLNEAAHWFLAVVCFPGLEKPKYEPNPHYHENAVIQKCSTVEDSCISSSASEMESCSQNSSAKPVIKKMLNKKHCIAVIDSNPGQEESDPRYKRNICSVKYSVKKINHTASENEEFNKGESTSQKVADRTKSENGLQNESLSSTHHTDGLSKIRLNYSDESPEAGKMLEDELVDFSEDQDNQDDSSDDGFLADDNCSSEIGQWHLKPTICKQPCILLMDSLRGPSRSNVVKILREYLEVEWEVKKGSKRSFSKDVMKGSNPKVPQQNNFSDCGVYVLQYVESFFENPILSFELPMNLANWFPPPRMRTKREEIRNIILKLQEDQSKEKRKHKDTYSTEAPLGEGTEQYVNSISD
MPTP block – permeability transition pore inhibition; inhibition, % at 10 µM; AID 602449; 1.4% of 360,000 active; isolated mouse mitochondria, Ca2+ swelling absorbance, 30 min;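 active = inhibition of 50% or more, scaled per plate between neutral and stimulator controls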;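 note: 0% = DMSO wells given calcium and 100% = 1 mM EGTA wells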
SENP8 inh – blocks human SENP8 cleavage of Nedd8 substrate. Q96LD8. inhibition, % at 20 µM. 0.64% of 360,000 active. recombinant SENP8, Nedd8 substrate fluorescence; in the data active = inhibition mostly above about 40%, no sharp cut-off; inactive = mostly below about 27%
Target sequence (Q96LD8 whole entry, looked up): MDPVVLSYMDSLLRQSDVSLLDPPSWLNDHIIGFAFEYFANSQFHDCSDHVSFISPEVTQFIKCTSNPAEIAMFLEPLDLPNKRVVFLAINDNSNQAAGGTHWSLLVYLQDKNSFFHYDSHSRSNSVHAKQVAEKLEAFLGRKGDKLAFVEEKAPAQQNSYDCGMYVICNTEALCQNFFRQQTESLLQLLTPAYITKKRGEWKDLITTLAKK
PfG6PD inh – PfG6PD (Plasmodium falciparum) enzyme inhibition. PfGluPho enzyme, NADPH resazurin-diaphorase fluorescence. inhibition, % at 20 µM. 0.78% of 350,000 active. AID 504690;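 active = inhibition reaching at least a set limit at 20 µM in the primary screen, cut at about 59% in these data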;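 note: 0% = DMSO wells with substrate and 100% = DMSO wells lacking glucose-6-phosphate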
The depositor's hits bear a star; & = joins results of further samples.

How did Clc1ccc(CNC23CN4CN(CN(C4)C2)C3)c(Cl)c1 do in these assays?
HKDC1 inh: -13; NR3A LBD binder: -5; ATG4B inh: 6; SENP7 block: -13; SENP6 inh: -8; MPTP block: -0.8; SENP8 inh: 37; PfG6PD inh: 0

How did CC(OC(=O)C1CCN(S(=O)(=O)c2ccc(Cl)cc2)CC1)C(=O)NC1CCCCC1C (stereo not drawn) do in these assays?
HKDC1 inh: -2; NR3A LBD binder: -6; ATG4B inh: -1; SENP7 block: -3; SENP6 inh: -7; MPTP block: -1.3; SENP8 inh: 2; PfG6PD inh: -10

Results for Cc1cc(F)ccc1S(=O)(=O)N(CC(=O)N1CCOCC1)CC(=O)N1CCOCC1 ?
HKDC1 inh: 4; NR3A LBD binder: -2; ATG4B inh: 2; SENP7 block: 3; SENP6 inh: 16; MPTP block: -0.8; SENP8 inh: 10; PfG6PD inh: -14

Results for O=C(O)C=C(Br)Br ?
HKDC1 inh: -4; NR3A LBD binder: 0; ATG4B inh: -11; SENP7 block: 4; SENP6 inh: -4; MPTP block: -0.3; SENP8 inh: 46*; PfG6PD inh: -10

What do the screens show for `CCOC(=O)/C(=C\c1cccnc1)C(=O)c1cc(C(C)=O)c(Nc2ccccc2)s1`?
HKDC1 inh: 42*; NR3A LBD binder: 4; ATG4B inh: 2; SENP7 block: -9; SENP6 inh: -22; MPTP block: -10; SENP8 inh: -128; PfG6PD inh: 66*

How did COc1ccc(-c2n[nH]c(C)c2-c2ccccc2OC)c(O)c1 do in these assays?
HKDC1 inh: -4; ATG4B inh: -6; SENP7 block: 2; SENP6 inh: -7; MPTP block: 1.3; SENP8 inh: 10; PfG6PD inh: -8

How did COCc1nnc(NC(=O)c2ccc(S(=O)(=O)N(CC(C)C)CC(C)C)cc2)o1 do in these assays?
HKDC1 inh: 8; NR3A LBD binder: -4; ATG4B inh: -8; SENP7 block: 1; SENP6 inh: -2; MPTP block: 3.2; SENP8 inh: 3; PfG6PD inh: -67

What do the screens show for `O=c1[nH]c(=O)c2cc3ccccc3nc2[nH]1`?
HKDC1 inh: 9; NR3A LBD binder: -1; ATG4B inh: 6; MPTP block: -2.0; SENP8 inh: -466; PfG6PD inh: -16

Results for Cc1nn(CC#N)c(=O)n1-c1ccc(F)cc1 ?
HKDC1 inh: -4; NR3A LBD binder: 0; ATG4B inh: -10; SENP7 block: -4; SENP6 inh: -10; MPTP block: -2.1; SENP8 inh: 15; PfG6PD inh: 3

What do the screens show for `CCN(CC(=O)Nc1c(F)cccc1F)C(=O)C1Cc2ccccc2CN1S(=O)(=O)CC` (stereo not drawn)?
HKDC1 inh: -2; NR3A LBD binder: 2; ATG4B inh: 1; SENP7 block: -1; SENP6 inh: 2; MPTP block: -0.4; SENP8 inh: 5; PfG6PD inh: 12

Results for CC1CCN(Cc2cc(=O)oc3ccc4ccccc4c23)CC1 ?
HKDC1 inh: 6; NR3A LBD binder: -2; ATG4B inh: -16; SENP7 block: 3; SENP6 inh: -11; MPTP block: 4.5; SENP8 inh: -28; PfG6PD inh: 1

How did C/C(=N\NC(=O)c1cccc(O)c1)c1ccc(NC(=O)Cc2ccccc2)cc1 do in these assays?
HKDC1 inh: -3; NR3A LBD binder: 0; ATG4B inh: -3; SENP7 block: 1; SENP6 inh: -5; MPTP block: 1.2; SENP8 inh: 0; PfG6PD inh: -7

What do the screens show for `Clc1cccc(-c2nc(-c3ccccn3)no2)c1`?
HKDC1 inh: -3; NR3A LBD binder: 1; ATG4B inh: 5; SENP7 block: 98*; SENP6 inh: 96*; MPTP block: 0.3; SENP8 inh: 15; PfG6PD inh: 10

What do the screens show for `CCOCCCN(CCC#N)C(=O)C1CCN(S(=O)(=O)c2ccc(-n3cnnn3)cc2)CC1`?
HKDC1 inh: -3; NR3A LBD binder: 1; ATG4B inh: -3; SENP7 block: -6; SENP6 inh: 12; MPTP block: -1.4; SENP8 inh: 9; PfG6PD inh: 4

What do the screens show for `O=S(=O)(c1ccccc1)N1CCN(C(=S)Nc2ccc(F)cc2)CC1`?
HKDC1 inh: 3; NR3A LBD binder: -1; ATG4B inh: -10; SENP7 block: -10; SENP6 inh: -29; MPTP block: 1.4; SENP8 inh: 12; PfG6PD inh: 8

How did COc1ccccc1Nc1nc(C)cs1 do in these assays?
HKDC1 inh: 5&1; NR3A LBD binder: 0&1; ATG4B inh: -7&-4; SENP7 block: 2&4; SENP6 inh: 1&-26; MPTP block: -1.6&-0.4; SENP8 inh: 9&8; PfG6PD inh: 8&-10

How did COc1cccc(C2/C(=C(/O)c3ccc4c(c3)CC(C)O4)C(=O)C(=O)N2CCCn2ccnc2)c1 (stereo not drawn) do in these assays?
HKDC1 inh: -3; NR3A LBD binder: -2; ATG4B inh: 3; SENP7 block: 3; SENP6 inh: 4; MPTP block: -0.9; SENP8 inh: -9; PfG6PD inh: -13

Results for CCN(CC)CCN(C(=O)c1ccc2ccccc2c1)c1nc2ccc(OC)cc2s1 ?
HKDC1 inh: -1; NR3A LBD binder: 0; ATG4B inh: 3; SENP7 block: 7; SENP6 inh: 3; MPTP block: 1.8; SENP8 inh: -2; PfG6PD inh: 31

What do the screens show for `CCN(CC)C(=O)Cn1cc(C(=O)C(=O)N2CCN(c3ccc([N+](=O)[O-])cc3)CC2)c2ccccc21`?
HKDC1 inh: 0; NR3A LBD binder: -1; ATG4B inh: -8; SENP7 block: 2; SENP6 inh: 12; MPTP block: -2.2; SENP8 inh: 6; PfG6PD inh: 0

What do the screens show for `COc1ccccc1C(=O)Nc1cccc(SC)c1`?
HKDC1 inh: -1; NR3A LBD binder: 2; ATG4B inh: -16; SENP7 block: -16; SENP6 inh: -10; MPTP block: -0.9; SENP8 inh: -3; PfG6PD inh: -4

What do the screens show for `COc1ccc(C(C)=O)cc1COC(=O)CNC(=O)c1cc(C)cc(C)c1`?
HKDC1 inh: 1; NR3A LBD binder: 0; ATG4B inh: -16; SENP7 block: -10; SENP6 inh: -9; MPTP block: 1.7; SENP8 inh: 0; PfG6PD inh: -5

Results for COc1ccc(CNCC(O)(c2ccccc2)c2ccc(F)cc2)cc1 (stereo not drawn) ?
HKDC1 inh: 2; NR3A LBD binder: -2; ATG4B inh: 6; SENP7 block: 0; SENP6 inh: 0; MPTP block: 0.5; SENP8 inh: 16; PfG6PD inh: 7

What do the screens show for `O=C(c1cc(-c2ccncc2)nc2ccc(Br)cc12)N1CCN(Cc2ccc3c(c2)OCO3)CC1`?
HKDC1 inh: 1; NR3A LBD binder: -3; ATG4B inh: -4; SENP7 block: -6; SENP6 inh: -14; MPTP block: -3.1; SENP8 inh: -4; PfG6PD inh: 22

How did CC1(C)CC2(CC(c3ccccc3F)c3cc(Cl)c(O)cc3O2)NC(=S)N1 (stereo not drawn) do in these assays?
HKDC1 inh: -6; NR3A LBD binder: -36; ATG4B inh: -7; SENP7 block: -5; SENP6 inh: -3; MPTP block: -2.2; SENP8 inh: 7; PfG6PD inh: 22

Entries shown so far with bromine:
Results for O=C(O)C=C(Br)Br ?
HKDC1 inh: -4; NR3A LBD binder: 0; ATG4B inh: -11; SENP7 block: 4; SENP6 inh: -4; MPTP block: -0.3; SENP8 inh: 46*; PfG6PD inh: -10

What do the screens show for `O=C(c1cc(-c2ccncc2)nc2ccc(Br)cc12)N1CCN(Cc2ccc3c(c2)OCO3)CC1`?
HKDC1 inh: 1; NR3A LBD binder: -3; ATG4B inh: -4; SENP7 block: -6; SENP6 inh: -14; MPTP block: -3.1; SENP8 inh: -4; PfG6PD inh: 22

The main list resumes, repeating the two entries before the break.
What do the screens show for `O=C(c1cc(-c2ccncc2)nc2ccc(Br)cc12)N1CCN(Cc2ccc3c(c2)OCO3)CC1`?
HKDC1 inh: 1; NR3A LBD binder: -3; ATG4B inh: -4; SENP7 block: -6; SENP6 inh: -14; MPTP block: -3.1; SENP8 inh: -4; PfG6PD inh: 22

How did CC1(C)CC2(CC(c3ccccc3F)c3cc(Cl)c(O)cc3O2)NC(=S)N1 (stereo not drawn) do in these assays?
HKDC1 inh: -6; NR3A LBD binder: -36; ATG4B inh: -7; SENP7 block: -5; SENP6 inh: -3; MPTP block: -2.2; SENP8 inh: 7; PfG6PD inh: 22

How did CCCCNC(=S)Nc1ccc(Oc2ccccc2)cc1 do in these assays?
HKDC1 inh: 0; NR3A LBD binder: -4; ATG4B inh: 19; SENP7 block: -1; SENP6 inh: -27; MPTP block: 76*; SENP8 inh: 2; PfG6PD inh: 13

What do the screens show for `CCOCCCNC(=S)N1CCN(C(=O)C(=O)Nc2ccc(C(=O)OC)cc2)CC1`?
HKDC1 inh: 8; NR3A LBD binder: 2; ATG4B inh: -10; SENP7 block: -5; SENP6 inh: -20; MPTP block: 0.5; SENP8 inh: 6; PfG6PD inh: -16

What do the screens show for `C/C(=N\NC(=S)NCc1ccccc1)c1ccc(C#N)cc1`?
HKDC1 inh: -7; NR3A LBD binder: -1; ATG4B inh: -5; SENP7 block: 4; SENP6 inh: -20; MPTP block: -0.8; SENP8 inh: 18; PfG6PD inh: -16

How did NS(=O)(=O)c1ccc(CCNC(=O)CSc2ccsc2[N+](=O)[O-])cc1 do in these assays?
HKDC1 inh: -4; NR3A LBD binder: -1; ATG4B inh: -6; SENP7 block: 8; SENP6 inh: 0; MPTP block: -2.8; SENP8 inh: -7; PfG6PD inh: 0

Results for Cc1ccc2c(c1)N(C(=O)CCC(=O)NCCCN1CCOCC1)CCO2 ?
HKDC1 inh: -8; NR3A LBD binder: -1; ATG4B inh: -21; SENP7 block: 2; SENP6 inh: -2; MPTP block: -1.5; SENP8 inh: 18; PfG6PD inh: -4

What do the screens show for `O=C(Cc1ccccc1)c1ccccc1C(=O)N1CCCCC1`?
HKDC1 inh: -2; NR3A LBD binder: 4; ATG4B inh: 4; SENP7 block: 1; SENP6 inh: -15; MPTP block: 0.9; SENP8 inh: 16; PfG6PD inh: 0

What do the screens show for `O=C(Cc1c(O)c2ccccc2[nH]c1=O)NCc1ccc(F)cc1`?
HKDC1 inh: -1; NR3A LBD binder: 4; ATG4B inh: 8; SENP7 block: 9; SENP6 inh: -17; MPTP block: 2.3; SENP8 inh: -2; PfG6PD inh: -21

What do the screens show for `COc1ccc(NC(C)c2ccccc2)cc1` (stereo not drawn)?
HKDC1 inh: 9; NR3A LBD binder: -4; ATG4B inh: 1; MPTP block: -0.5; SENP8 inh: 16; PfG6PD inh: 30

What do the screens show for `Cc1ccc(OCCCCCN2CCOCC2)c(Cl)c1`?
HKDC1 inh: -3; NR3A LBD binder: 0; ATG4B inh: 10; SENP7 block: -11; SENP6 inh: -15; MPTP block: -0.2; SENP8 inh: 16; PfG6PD inh: -4

Results for CC(=O)N(C)N1c2ccccc2CCc2ccccc21 ?
HKDC1 inh: -7; NR3A LBD binder: -1; ATG4B inh: 1; SENP7 block: 3; SENP6 inh: -11; MPTP block: 0.1; SENP8 inh: 3; PfG6PD inh: 16

Results for Cc1ccc(C(=O)N/C(=C\c2ccc(-c3ccc(Br)cc3)o2)C(=O)NC2CCS(=O)(=O)C2)cc1 (stereo not drawn) ?
HKDC1 inh: -5; NR3A LBD binder: -3; ATG4B inh: -6; SENP7 block: 5; SENP6 inh: 4; MPTP block: 2.0; SENP8 inh: -407; PfG6PD inh: -5

What do the screens show for `COCC(C)n1c(C)cc(C(=O)COC(=O)c2c(C)nn(-c3ccccc3)c2C)c1C` (stereo not drawn)?
HKDC1 inh: -2; NR3A LBD binder: 3; ATG4B inh: 0; SENP7 block: -2; SENP6 inh: -9; MPTP block: 2.9; SENP8 inh: -4; PfG6PD inh: -25

How did CCc1nc2cc(CC(=O)O)ccc2o1 do in these assays?
HKDC1 inh: 0; NR3A LBD binder: 1; ATG4B inh: -2; SENP7 block: -3; SENP6 inh: -7; MPTP block: -1.5; SENP8 inh: 17; PfG6PD inh: -10

What do the screens show for `CC(C)(C)n1nnnc1C(c1ccncc1)N1CCN(C2CCCCC2)CC1` (stereo not drawn)?
HKDC1 inh: 9; NR3A LBD binder: -3; ATG4B inh: -3; SENP7 block: 7; SENP6 inh: 1; MPTP block: -1.4; SENP8 inh: 12; PfG6PD inh: -16

No enrichment for hits. About 6.9% of those tested had a hit in this group.
